# Bioassay records from PubChem BioAssay.
# Insulin prom up – insulin promoter activators in MIN6 cells, imaging, high-content screening, mouse beta cells; MIN6 insulin promoter-GFP reporter; stronger effect = higher value; z-score at 5 µM; 190,000 compounds, 0.3% hits;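 active = z-score above 3 at 5 µM with at least 500 cells counted in the well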
# Yfh1-depleted yeast – enhancers of respiration in Yfh1-depleted yeast, dose response, Friedreich's ataxia, plus single-dose screen (AID 1465) | S. cerevisiae Yfh1-off respiration, WST-1 reduction, 72 h; higher fold induction means a stronger effect | one-dose fold induction at 50 µM; EC50 in µM for titrated hits | 220,000 compounds, 0.074% hits;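 active = fold induction of absorbance versus untreated yeast above a set limit, then at least 30% activation at any dose in follow-up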;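 also: activators that raise dye reduction in frataxin-depleted yeast; strong numbers were not always called active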
# Autophagy mod – autophagy modulators in MEF cells, primary screen, imaging, high-content, MEF GFP-LC3 | calls only at 10 µM (by protocol) | AID 463193, 2010 | 190,000 compounds, 0.98% hits | MEF GFP-LC3 puncta imaging; test concentration mostly 10 µM;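 active = percentage of spot-positive cells more than 3 SD above its plate mean, without a fluorescence outlier flag or 80% toxicity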;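 also: spot-positive cell cutoff set from DMSO-treated cells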
# WT yeast gro inh – growth inhibition of WT strain, primary screen, mitochondrial fusion inhibitor project, WT and mutant strains, chemical genetic; mitochondrial fusion phenotypic screen; inhibition, % at 10 µM; 190,000 compounds, 2.1% hits; AID 1362, 2008; in the data active = inhibition above about 58%; tested in S. cerevisiae
# b-catenin transl – modulators of beta-catenin nuclear translocation, primary screen, imaging, HeLa cells, immunofluorescence, high-content | nuclear translocation activity, % at 5 µM | 190,000 compounds, 0.3% hits | AID 1665, 2009;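 active = nuclear translocation activity above 50% at 5 µM, with a well cell count of 50 or more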;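 also: per-cell ratio of nuclear to cytoplasmic median beta-catenin stain intensity; plate controls were DMSO negative control for no effect and GSK-3 inhibitor IX positive control for full effect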
#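 Test system: HeLa cells, endogenous beta-catenin; Compound: single 5 µM dose plus 0.02–20 µM confirmation series; Times: compound exposure 24 h at 37°C; Signal: fluorescence imaging of beta-catenin antibody stain plus DAPI; Read-out: % activation, nuclear-to-cytoplasmic median beta-catenin signal ratio per cell.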
# Lipid droplet – inhibitors of hepatocyte lipid droplet formation, primary screen, imaging, high-throughput imaging, BODIPY stain; 240,000 compounds, 0.4% hits; AML12 mouse hepatocytes, oleate lipid droplets; inhibition, % at 6.5 µM;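 active = lipid droplet intensity inhibited by at least 50%, with more than 500 cells counted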
#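 Material: mouse AML12 hepatocyte cell line, fixed after treatment; Timing: compound with oleate, overnight; Technique: high-content imaging of BODIPY-stained droplets and DAPI nuclei; Probe or stimulus: oleate, 100 µM final; Dosing: compound at 6.5 µM only.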
# MT stabilizer – microtubule stabilizers in HeLa cells, primary screen, imaging, high-content imaging; 200,000 compounds, 0.83% hits; % tubulin-high responders, % at 10 µM; HeLa tubulin immunostaining HCS, 24 h; share of cells brighter than vehicle mean+2SD;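 active = plate Z-score above 3 for both tubulin-high and condensed-nucleus cell shares, with cell loss under 80%, at 10 µM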;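 also: anti alpha tubulin signal scored within the nucleus-defined area of each cell; some results filed as inactive read as strong as hits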
# NOD2 inhibition – NOD2 signaling inhibitors, cell-based, luminescence, uHTS, HEK293 (AID 1566); HEK293 NOD2/NF-kB luciferase reporter, luminescence; higher % means a stronger effect; one-dose inhibition, % at 4 µM; EC50 in µM for titrated hits; 290,000 compounds, 0.63% hits; in the data active = inhibition above about 50%; also: many of its hits are not listed in these tables
# Dynein transport – inhibitors of GR-EGFP nuclear translocation, primary screen, dynein cargo transport inhibitor project, imaging, high-content, 3617.4 mouse cells. 220,000 compounds, 0.47% hits. test concentration mostly 20 µM; stimulated with dexamethasone, 1 µM; stronger effect = lower value. z-score, hits read low;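 active = plate z-score of nuclear minus cytoplasmic receptor signal below a set negative limit, without overly bright fluorescence or cell loss, cut at about -3.5 in these data, passing the limit was not always enough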;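 also: z-score of nuclear minus cytoplasmic ring GR-EGFP intensity difference per well; some compounds called inactive have numbers as strong as hits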
#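 medium = tetracycline-free induction medium containing charcoal-stripped FBS | probe or stimulus = dexamethasone, 1.0 µM final | timing = 48 h induction, then 1 h compound, then 30 min agonist, 37 °C | detection = automated 10x imaging of fixed Hoechst-stained cells | read-out basis = nuclear versus cytoplasmic GR-EGFP signal, averaged per well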
# WT yeast gro inh mutant strain – recorded beside WT yeast gro inh, whose call it bears; inhibition, %; mitochondrial fusion phenotypic screen, mutant strain inhibition
# Dynein transport cytoplasmic EGFP – also measured in Dynein transport; calls as there; z-score; measured here: cytoplasmic GR-EGFP intensity; stronger effect = higher value
# Dynein transport nuclear GR-EGFP – also measured in Dynein transport; calls as there; z-score; measured here: nuclear GR-EGFP intensity;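 lower value marks the stronger effect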
# Dynein transport cell count – also measured in Dynein transport; calls as there; z-score; measured here: cell count per field
# Insulin prom up cell count – also measured in Insulin prom up; calls as there; cell count; measured here: cytotoxicity, nuclei count;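 total cells summed across four imaged fields per well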
# Lipid droplet cells 6.5 µM – recorded beside Lipid droplet, whose call it bears; cell count; measured here: cell count, cytotoxicity flag;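 cells counted across two imaged fields per well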
# b-catenin transl cell count 5 µM – second read-out of b-catenin transl, no call of its own (marks repeat the call); cell count; measured here: cell count, cytotoxicity flag
# MT stabilizer Hoechst-high % – also measured in MT stabilizer; calls as there; % Hoechst-high responders; measured here: nuclear condensation Hoechst responders;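 share of cells brighter than vehicle mean plus two SD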
# MT stabilizer cytotoxicity % – second read-out of MT stabilizer, no call of its own (marks repeat the call); toxicity, %; measured here: cytotoxicity by cell density;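 0% = mean cell density of plate MIN control wells and 100% = no cells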
# Autophagy mod cell loss 18 h – further read-out of Autophagy mod, marked with its call; toxicity, %; measured here: cell loss, nuclei count;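 cell loss after 18 h compound exposure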
# Active calls of the source: *; i = inactive; . = not tested or not shown; + = active, no number. A portion of the library, so the mix of outcomes need not match the whole.
SMILES,Insulin prom up,Insulin prom up cell count,Yfh1-depleted yeast,Autophagy mod,Autophagy mod cell loss 18 h,WT yeast gro inh,WT yeast gro inh mutant strain,b-catenin transl,b-catenin transl cell count 5 µM,Lipid droplet,Lipid droplet cells 6.5 µM,MT stabilizer,MT stabilizer Hoechst-high %,MT stabilizer cytotoxicity %,NOD2 inhibition,Dynein transport,Dynein transport cytoplasmic EGFP,Dynein transport nuclear GR-EGFP,Dynein transport cell count
N#Cc1ccc(CSc2nnc(-c3ccccn3)n2-c2ccccc2)cc1,-0.09,1176,i,i,3,8,-5,-0.9,1210,4,749,2.7,1.5,3.3,-6%,1.5,-0.11,0.98,0.26
O=C(Nc1ccc(NC(=O)C2CC2)nc1)c1ccco1,0.27,1312,.,i,6,-4,-1,-2.8,946,.,.,3.9,2.8,0.2,-45%,-0.7,-0.21,-0.12,0.18
Cc1cc(NC(=O)c2ccccc2)n(-c2nc3ccccc3[nH]2)n1,-0.16,1455,i,+,-22*,-4,-14,-1.5,1135,23,679,2.8,3.5,6.0,-21%,-0.038,-0.21,0.028,0.66
CC(=O)Oc1c(-c2ccco2)oc2ccccc2c1=O,1.2,1550,i,i,11,13,18,-3.2,1081,14,703,4.2,1.8,5.8,-16%,0.65,-0.19,0.74,-0.56
CC(C)(C)NC(=O)CN1CCN(C(=O)CCl)CC1,-0.26,1109,i,i,11,10,6,0.5,1167,24,726,2.9,2.9,0.0,4%,0.48,-0.17,0.57,-0.81
COc1ccc(CCNC(=O)C2CCCN(C(=O)N(C)C)C2)c(OC)c1 (stereo not drawn),-0.35,1289,i,i,22,5,-3,.,.,11,729,4.0,2.8,11,14%,-0.51,-0.23,-0.021,0.87
NNc1nc(C(F)(F)F)nc2ccccc12,.,.,i,i,-20,4,3,0.8,1181,0,680,3.5,2.2,7.3,-2%,0.73,-0.22,0.28,-0.28
CC(C)n1nnc2c(=O)oc3ccccc3c21,-0.44,1180,i,i,-1,-11,0,-0.5,973,-18,641,4.1,1.9,1.3,15%,0.72,-0.24,0.14,-0.51
Clc1cc(Sc2ccc(Br)cc2)nnc1-c1ccccc1,.,.,i,i,7,37,68,.,.,.,.,3.1,1.3,6.0,0%,0.28,0.012,-0.56,0.16
COC(=O)c1ccc(/C=N/Nc2nc(-c3ccc(C)cc3)cs2)cc1,-0.42,1559,i,i,5,-16,-2,-1.1,1124,3,676,3.0,2.2,10,-4%,-0.83,-0.061,-0.54,0.23
C1=Nc2ccccc2CN1c1ccccc1,0.37,1298,i,i,-1,2,17,1.2,923,-1,614,1.4,2.6,1.5,-47%,0.58,-0.21,0.77,-1.1
Cc1ccc(C(=O)OCc2nc(N)nc(Nc3ccccc3C)n2)cc1,0.82,1344,i,i,7,8,8,-1.8,934,2,707,3.0,1.7,12,5%,0.8,-0.2,1.1,-1.2
O=C(COC(=O)c1ccc(O)cc1)Nc1nccs1,.,.,i,i,-10,-8,2,-1.2,995,-8,711,6.2,0.9,6.3,3%,0.81,-0.22,0.92,-0.9
CCCC(=O)NC(c1cccs1)c1cc(Cl)c2cccnc2c1O (stereo not drawn),-2.1,984,i,i,19,0,5,-1.1,1024,-6,647,5.0,1.3,26,36%,-0.15,-0.12,0.099,-0.15
CCCCOc1ccccc1C(=O)NCCCC(=O)O,-0.79,1067,i,i,-17,-4,-16,.,.,.,.,2.3,1.5,18,3%,-0.43,-0.12,-0.044,0.69
COc1cccc(CNC(=O)Cn2cccc2)c1,.,.,.,i,3,-10,-7,.,.,.,.,2.7,1.8,7.0,0%,0.25,-0.2,0.49,-0.39
CCOc1ccccc1C(=O)NC1CC2CCCC(C1)N2Cc1nnnn1Cc1ccco1 (stereo not drawn),-1.1,980,i,i,-10,0,-2,-4.6,908,.,.,4.3,2.7,8.0,0%,-0.76,-0.2,-0.16,0.43
CCOc1ccccc1N1CCN(CC(=O)Nc2nnc(CC)s2)CC1,.,.,i,i,-3,-1,-5,-1.6,634,14,732,3.6,2.3,7.7,-6%,0.87,-0.11,0.33,-0.14
CC1=CCC2C(=O)N(c3ccc4ccccc4n3)C(=O)C2C1 (stereo not drawn),0.47,2094,i,i,-5,0,-3,-1.3,1057,5,650,3.0,1.6,3.9,6%,0.28,-0.24,0.2,0.45
Cc1cc(C(=O)Cn2cncn2)c(C)n1CCc1ccc(F)cc1,.,.,i,i,-3,13,12,-0.7,1094,-20,617,3.0,1.8,7.9,6%,-0.52,-0.26,-0.098,-0.25
CCOC(=O)CN(C(=O)CNC(=O)c1cccs1)C(C(=O)NC1CCCC1)c1ccncc1 (stereo not drawn),.,.,i,i,-6,2,2,0.3,1546,-1,740,2.2,2.3,7.1,15%,0.21,-0.18,0.074,-1.1
CCOC(=O)Cc1c(C)c2c(C)[nH]nc2oc1=O,1.4,1184,i,i,18,3,-14,6.4,1111,10,750,2.1,1.9,3.7,4%,-0.52,-0.072,-0.28,0.65
Cc1cc(=O)n(C)c(=O)n1CCCCCCN1CCCC1,0.18,1115,i,i,11,-10,-10,0.6,1072,4,731,2.4,1.7,6.5,7%,-0.18,0.81,0.14,1.8
Cn1ncc(Cl)c(Oc2ccccc2)c1=O,-0.11,1442,i,i,49,52,-1,0.7,1336,.,.,1.0,2.1,6.4,-10%,2.5,-0.19,0.75,-0.65
Cn1c(=O)c(=O)n(C)c2cc(S(=O)(=O)NCc3ccc(Cl)cc3)ccc21,-0.04,1092,i,i,-2,-18,3,-0.3,1094,-2,728,5.2,1.3,9.2,12%,0.47,-0.34,-0.16,-0.14
CCc1cc2c(=O)c(-c3nc4ccccc4n3C)c(C)oc2c(CN2CCCCC2)c1O,0.19,1022,i,.,.,.,.,-0.4,1322,-6,726,.,.,.,2%,0.0092,-0.076,-0.041,0.51
CCC(=O)Nc1ccc(C(=O)NNC(=O)COc2cccc(C)c2)cc1,0.15,1146,i,i,1,1,-17,-0.4,476,2,736,2.5,3.0,8.1,-14%,-0.14,-0.29,-0.16,0.43
Cc1cc[n+](CC(=O)c2ccc(NC(=O)c3ccccc3)cc2)c2ccccc12,0.4,1229,i,i,5,61*,20*,-1.1,1098,3,694,2.5,2.4,3.4,16%,-0.42,-0.28,-0.038,0.17
Cc1ncc(CN2CCN(Cc3ccccc3)C(CCO)C2)s1 (stereo not drawn),-0.7,1524,i,i,-17,-1,6,-0.2,1013,-2,707,3.1,2.4,4.6,12%,-0.69,-0.28,-0.17,0.53
CCOC(=O)c1sc(Nc2ccccc2Cl)nc1C,.,.,i,.,.,.,.,-0.2,1338,-2,708,.,.,.,-45%,0.78,-0.2,1.5,-2

# Only Autophagy mod cell loss 18 h and Dynein transport cytoplasmic EGFP, for some of the entries so far:
mol	Autophagy mod cell loss 18 h	Dynein transport cytoplasmic EGFP
CCOC(=O)c1sc(Nc2ccccc2Cl)nc1C	.	-0.2
CCC(=O)Nc1ccc(C(=O)NNC(=O)COc2cccc(C)c2)cc1	1	-0.29
Cc1ncc(CN2CCN(Cc3ccccc3)C(CCO)C2)s1 (stereo not drawn)	-17	-0.28

# Additional records follow.
SMILES,Insulin prom up,Insulin prom up cell count,Yfh1-depleted yeast,Autophagy mod,Autophagy mod cell loss 18 h,WT yeast gro inh,WT yeast gro inh mutant strain,b-catenin transl,b-catenin transl cell count 5 µM,Lipid droplet,Lipid droplet cells 6.5 µM,MT stabilizer,MT stabilizer Hoechst-high %,MT stabilizer cytotoxicity %,NOD2 inhibition,Dynein transport,Dynein transport cytoplasmic EGFP,Dynein transport nuclear GR-EGFP,Dynein transport cell count
CCOC(=O)c1ccccc1NC(=O)N[C@@H](C)C(=O)OC,.,.,i,i,-6,-27,-12,.,.,2,831,2.7,0.8,9.3,-31%,0.44,-0.11,0.43,0.48
Cc1ccc(OCc2nn3c(-c4ccco4)nnc3s2)cc1,0.8,1204,i,i,7,9,10,0.2,1118,.,.,4.9,2.3,11,-2%,0.41,-0.48,0.42,0.36
Cc1ccc(-c2nnc(SCC(=O)N/N=C/c3c(C)nn(-c4ccccc4)c3C)n2-c2ccc(C)cc2)cc1,-0.84,1380,i,i,10,20,3,-4.9,550,13,632,2.0,2.7,14,19%,0.16,-0.17,0.077,-0.064
COc1ccc2nc(NS(=O)(=O)c3ccc(NC(C)=O)cc3)sc2c1,1.1,1153,i,i,14,-17,0,-1.0,1191,.,.,3.4,1.3,6.6,-2%,1.4,-0.14,1,-0.51
CCN=C1SC(C(=O)Nc2cccc(Cl)c2)CC(=O)N1CC (stereo not drawn),0.89,1185,i,i,-7,-1,-30,-2.0,1140,-9,704,5.7,2.4,11,18%,2.5,-0.062,1.9,-2.3
O=C1[C@@H]2C(c3ccc(F)cc3)=NO[C@@H]2C(=O)N1Cc1ccccc1,-0.76,1283,i,.,.,.,.,-2.1,1216,7,715,.,.,.,22%,0.11,-0.2,0.08,-0.06
